# High-throughput results: PubChem, several laboratories
# MT stabilizer – stabilizes microtubules in HeLa cells. AID 2205. hit rate 0.83% among 200,000. % tubulin-high responders, % at 10 µM. HeLa tubulin immunostaining HCS, 24 h; share of cells brighter than vehicle mean+2SD;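 active = plate Z-score above 3 for both tubulin-high and condensed-nucleus cell shares, with cell loss under 80%, at 10 µM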;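 note: anti alpha tubulin signal scored within the nucleus-defined area of each cell; some results filed as inactive read as strong as hits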
# T cell modulator – modulates CD8 T cell binding to vesicles; 2C CD8+ T cell-vesicle binding, flow cytometry; hits give low values; calls only at 7 µM; hit rate 0.068% among 330,000; AID 2052;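 active = response, share of CD8 T cells binding vesicles, and their 90th percentile fluorescence all below set limits, cut at about 80% in these data, passing the limit was not always enough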
#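 Assay system – 2C mouse CD8+ T cells · Also added – QL9-loaded Drosophila micro-vesicles · Timing – Cell–vesicle co-incubation 1.5 h at 37 °C, staining 20 min on ice · Signal – flow cytometry of vesicle-bound cells · Measure – percent CD8+ FL2 mean versus row control · Controls – Peptide-free naked vesicles (low) and QL9 vesicles with 0.7% DMSO vehicle (high)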
# Lipid droplet – modulators of hepatic lipid droplet formation; inhibition, % at 6.5 µM; hit rate 0.4% among 240,000; AML12 mouse hepatocytes, oleate lipid droplets, BODIPY imaging;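 active = lipid droplet intensity inhibited by at least 50%, with more than 500 cells counted; inconclusive = wells with under 300 cells, treated as cytotoxic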
#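 Material – mouse AML12 hepatocyte cell line, fixed after treatment · Compound dosing – one dose, 6.5 µM compound · Times – compound with oleate, overnight · Measured by – Image-based BODIPY and DAPI two-channel analysis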
# WT yeast gro inh – growth inhibition of WT yeast, mitochondrial fusion screen. mitochondrial fusion phenotypic screen, WT strain. inhibition, % at 10 µM. hit rate 2.1% among 190,000. AID 1362; in the data active = inhibition above about 58%; tested in S. cerevisiae
# Autophagy mod – modulators of autophagy. hit rate 0.98% among 190,000. MEF GFP-LC3 puncta imaging; test concentration mostly 10 µM. calls only at 10 µM (by protocol);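 active = percentage of spot-positive cells more than 3 SD above its plate mean, without a fluorescence outlier flag or 80% toxicity; inconclusive = no clear call, values can overlap the other calls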;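 note: spot-positive cell cutoff set from DMSO-treated cells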
# bCat nuc transl – modulators of beta-catenin nuclear translocation; HeLa beta-catenin nuclear translocation, immunofluorescence imaging; nuclear translocation activity, % at 5 µM; hit rate 0.3% among 190,000;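 active = nuclear translocation activity above 50% at 5 µM, with a well cell count of 50 or more; inconclusive = wells under 50 cells across six images, flagged as toxic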;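 note: per-cell ratio of nuclear to cytoplasmic median beta-catenin stain intensity; plate controls were DMSO negative control for no effect and GSK-3 inhibitor IX positive control for full effect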
#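 assay system = human HeLa cells, endogenous beta-catenin | times = compound treatment 24 h, 37°C, 5% CO2 | detection = Anti-beta-catenin immunofluorescence on PFA-fixed, Triton-permeabilized cells, DAPI nuclei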
# Myeloid diff MLP – compounds promoting myeloid differentiation. ER-HoxA9 myeloid progenitors, lysozyme-GFP differentiation, flow cytometry. calls only at 10 µM. hit rate 1% among 360,000;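 active = normalized GFP-positive differentiation at or above the plate's own cutoff, the solvent-only control mean plus 3 SD; inconclusive = no clear call, values can overlap the other calls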;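 note: cells exposed to compound for four days before flow analysis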
# West Nile virus CPE – West Nile virus antiviral activity, cell-based, CPE readout (AID 1621); hit rate 0.02% among 290,000; West Nile virus-infected cells, CPE inhibition; higher % means a stronger effect; CPE inhibition, % at 10 µM; hits with a dose series show IC50 in µM; in the data active = a potency from the dose series; inconclusive = CPE inhibition mostly from about 3.7% at the one dose, without a potency; inactive = the rest, 99 in 100 with CPE inhibition below about 2.2%; note: strong numbers were not always called active
# Ins promoter up – MIN6 insulin promoter up-regulation; z-score at 5 µM; AID 1625; hit rate 0.3% among 190,000; MIN6 insulin promoter-GFP reporter, high-content imaging; hits give high values;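 active = z-score above 3 at 5 µM with at least 500 cells counted in the well; inconclusive = wells under 500 cells, flagged as cytotoxic or low count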
# WT yeast gro inh mutant strain – further read-out of WT yeast gro inh, marked with its call; inhibition, %; mitochondrial fusion phenotypic screen, mutant strain inhibition
# Ins promoter up cell count – further read-out of Ins promoter up, marked with its call; cell count; measured here: cytotoxicity, nuclei count;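 total cells summed across four imaged fields per well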
# Lipid droplet cells 6.5 µM – further read-out of Lipid droplet, marked with its call; cell count; measured here: cell count, cytotoxicity flag;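 cells counted across two imaged fields per well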
# bCat nuc transl cell count 5 µM – recorded beside bCat nuc transl, whose call it bears; cell count; measured here: cell count, cytotoxicity flag
# T cell modulator vesicle-bound % – second read-out of T cell modulator, no call of its own (marks repeat the call); double positive events, %; measured here: CD8+ vesicle-bound cell fraction;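 binding gate set so that unloaded-vesicle control wells show 10% double positive cells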
# MT stabilizer Hoechst-high % – second read-out of MT stabilizer, no call of its own (marks repeat the call); % Hoechst-high responders; measured here: nuclear condensation Hoechst responders;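 share of cells brighter than vehicle mean plus two SD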
# MT stabilizer cytotoxicity % – second read-out of MT stabilizer, no call of its own (marks repeat the call); toxicity, %; measured here: cytotoxicity by cell density;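 0% = mean cell density of plate MIN control wells and 100% = no cells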
# Autophagy mod cell loss 18 h – further read-out of Autophagy mod, marked with its call; toxicity, %; measured here: cell loss, nuclei count;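 cell loss after 18 h compound exposure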
# Myeloid diff MLP GFP+ MAC1+ % – recorded beside Myeloid diff MLP, whose call it bears; GFP+ MAC1+ double positive, %; measured here: differentiation confirmed by MAC1 staining
# * marks the source's active call; other numbers are inactive results; i = inactive; ? = inconclusive; nt = no result given; + = active, no number.
SMILES,MT stabilizer,MT stabilizer Hoechst-high %,MT stabilizer cytotoxicity %,T cell modulator,T cell modulator vesicle-bound %,Lipid droplet,Lipid droplet cells 6.5 µM,WT yeast gro inh,WT yeast gro inh mutant strain,Autophagy mod,Autophagy mod cell loss 18 h,bCat nuc transl,bCat nuc transl cell count 5 µM,Myeloid diff MLP,Myeloid diff MLP GFP+ MAC1+ %,West Nile virus CPE,Ins promoter up,Ins promoter up cell count
O=C(c1cccnc1NCc1ccccc1)N1CCOCC1,2.4,1.2,3.8,i,38,10,726,14,21,i,-1,-1.6,1101,i,0.9,0.2%,-1.3,1284
O=[N+]([O-])c1ccc2oc(C3CCCCC3)nc2c1,3.9,2.5,3.2,i,10,11,650,20,16,i,0,0.1,1021,i,0.4,0.1%,-0.38,1430
Cn1ccnc1Sc1ccc(/C=N/NC(=O)c2ccccc2[N+](=O)[O-])cc1[N+](=O)[O-],4.1,1.7,2.3,i,11,nt,nt,-34,2,i,-2,nt,nt,i,2.0,1.3%,nt,nt
CC1=CC(C)(C)N(S(=O)(=O)c2ccc(C)cc2)c2ccc(C)cc21,10,44,41,i,32,-6,783,63*,15*,+,48*,nt,nt,nt,nt,1.4%,-2.9,652
O=C(CCc1c[nH]c2ccccc12)NCC1COc2ccccc2O1 (stereo unspecified),2.0,1.6,3.9,i,14,-2,791,-7,-8,i,-2,nt,nt,i,0.8,0.0%,0.58,1252
CC(=O)Nc1ccc(N2C(=O)c3cccc4c(O)ccc(c34)C2=O)cc1,nt,nt,nt,i,61,-3,413,nt,nt,nt,nt,nt,nt,i,4.9,-0.5%,nt,nt
O=C(Nc1ccc2c(c1)OCCO2)c1ccc2nccnc2c1,2.5,3.4,13,i,14,nt,nt,nt,nt,i,7,1.3,780,i,5.0,1.5%,0.79,1110
CC(=O)Nc1ccc(S(=O)(=O)N(C)C2CCN(C)CC2)cc1,nt,nt,nt,i,65,4,821,nt,nt,nt,nt,nt,nt,i,0.7,-0.3%,nt,nt
Cc1noc(N)c1C1(O)C(=O)Nc2c(Cl)cc(Cl)cc21 (stereo unspecified),3.0,1.3,4.4,i,54,7,685,6,7,i,-11,-7.5,1140,i,1.0,-0.7%,0.04,1539
CCOC(=O)Cc1csc(NC(=O)c2ccc(S(=O)(=O)N3CCCC3)cc2)n1,1.6,1.2,4.3,i,48,nt,nt,-13,-5,i,-9,0.8,1099,i,6.1,0.2%,-0.81,1102
Cc1ccc(C(=O)/C=C/c2ccc(-c3ccc(C)cc3)o2)cc1,1.5,1.4,3.9,i,40,-10,479,-3,7,i,1,-2.1,1074,i,2.4,-0.8%,2.5,1360
C=C(C)CSC1=C(C#N)C(c2ccccc2Cl)CC(=O)N1 (stereo unspecified),4.0,2.8,7.5,nt,nt,nt,nt,-2,-18,i,-4,-2.2,993,i,2.1,-0.4%,0.82,1238
CC(C)[C@H]1C(=O)Nc2ccccc2N1C(=O)N[C@@H](Cc1ccccc1)C(=O)N[C@@H](C(=O)O)c1ccccc1,nt,nt,nt,i,34,0,827,nt,nt,nt,nt,nt,nt,i,2.6,-0.7%,nt,nt
CC1(C)Cc2c(sc3c2c(N)nc(=S)n3Cc2ccc(Br)cc2)CO1,nt,nt,nt,i,42,-4,659,nt,nt,nt,nt,-1.5,1357,i,0.9,0.0%,-0.14,1097
Cc1ccc(NC(=O)Cn2cnc3cc([N+](=O)[O-])ccc3c2=O)cc1,nt,nt,nt,i,32,-9,737,nt,nt,nt,nt,1.8,1122,i,0.2,0.1%,-0.09,1484
CCc1cc2c(nc1CC)CCN(CC/C(C)=N/OC[C@H]1O[C@H](c3ccccc3)C=C[C@@H]1Oc1ccc(OC)cc1)C2,4.5,2.7,0.7,nt,nt,-51,662,39,-3,i,-3,-1.9,555,nt,nt,nt,-0.19,678
O=C(Nc1ccc(Cl)cc1)N1CCN(c2ccc3nnc(-c4ccc(F)cc4)n3n2)CC1,7.2,4.4,2.5,i,45,3,689,80*,-3.1*,i,7,-1.1,1008,i,4.0,?,-0.62,1445
COc1ccccc1OCCCOc1c(C)cc(C)cc1Br,3.4,1.5,4.6,i,44,-16,638,7,2,i,2,-2.0,1150,i,0.8,-0.7%,-0.15,1375
Nc1cc(=O)[nH]n1C1CCCC1,2.4,2.6,5.4,i,23,3,722,-17,15,i,16,-3.0,1000,i,0.3,-0.2%,0.48,1067
COc1ccc(OCC(=O)c2c[nH]c3ccccc23)cc1,2.6,2.1,8.2,i,64,2,694,-13,0,i,-4,-0.2,1048,i,0.8,0.5%,-0.86,1202
O=C(CC(=O)c1ccccc1)Nc1cc(C(F)(F)F)ccc1Cl,4.0,1.7,9.1,i,54,0,702,-1,-12,i,-9,7.5,990,i,1.9,-0.5%,-0.95,1378
CCOC(=O)c1ccc(N2CCN(c3ccc(F)cc3)CC2)c(NC(=O)Nc2cccc(OC)c2)c1,7.6,3.9,7.2,i,58,3,607,0,3,i,8,-1.4,1062,i,0.1,-0.8%,nt,nt
CC(=O)Nc1cc(C(=O)N2CCc3ccccc3C2)ccc1Sc1ccc(Cl)cc1,1.7,2.2,3.0,i,31,6,652,38,20,i,5,1.2,1086,i,0.4,-1.0%,-0.2,1438
O=C(NCc1ccco1)C1CCN(Cc2ccc(F)cc2)CC1,3.8,3.9,7.5,i,16,nt,nt,-4,2,i,3,nt,nt,i,0.8,0.0%,-0.08,875
CCNC(=S)N1CCN(Cc2ccccc2)CC1,3.7,3.3,6.8,i,36,3,665,13,10,i,-3,0.1,1044,i,0.2,-0.1%,0.11,1258
CCN1CCN(c2nc(-c3cccs3)nc3ccccc23)CC1,3.7,3.2,4.5,i,4,25,708,-12,-6,i,-2,-0.2,1046,i,1.5,0.5%,-0.14,1217
O=C(NCC1CCCO1)c1cc2n(n1)C(C(F)(F)F)CC(c1ccc(Br)cc1)N2 (stereo unspecified),1.9,1.8,8.7,i,43,nt,nt,29,-12,i,-15,-2.4,1172,i,2.2,-1.0%,0.48,1046
COc1ccc(C(CNC(=O)C2CC2)N(C)C)cc1 (stereo unspecified),nt,nt,nt,i,19,0,822,nt,nt,nt,nt,nt,nt,i,0.7,-0.4%,nt,nt
COc1ccc(/C=N/n2c(C)nc3ccccc3c2=O)cc1,nt,nt,nt,i,33,2,783,nt,nt,nt,nt,nt,nt,i,0.2,-0.4%,nt,nt
Cc1cc(C)cc(NC(=O)c2ccc(S(=O)(=O)C(F)F)cc2)c1,1.8,3.2,4.5,i,8,-28,617,7,18,i,5,-0.7,1161,i,0.8,-0.4%,-0.28,1482
Cc1cc(SCNC(=O)c2ccccc2)ncn1,4.8,1.4,6.4,i,20,2,750,-7,-1,i,6,-4.0,1249,i,1.5,-0.1%,-0.09,1297
CCOC(=O)c1ccc(NC(=O)c2cn(-c3ccccc3)nc2-c2ccncc2)cc1,0.9,1.9,12,i,58,-1,672,14,20,i,10,-5.8,1154,i,1.4,0.2%,-0.28,1862
CCN(CC)C(=O)COc1ccc(-c2nnc(N3CCCCC3)c3ccccc23)cc1,2.2,1.5,4.4,i,17,-21,685,10,13,i,-7,0.8,1114,i,1.3,-0.7%,-0.46,1192
O=C(OC(c1ccccc1)c1nccc2ccccc12)c1cccc([N+](=O)[O-])c1 (stereo unspecified),7.2,1.6,14,i,66,-70,647,67*,64*,i,-1,4.0,1028,i,0.2,0.2%,-0.15,1547
COc1ccc(C2Nc3ccccc3C(=O)N2NS(C)(=O)=O)cc1OC (stereo unspecified),2.8,3.5,5.3,i,48,33,650,-12,-10,i,-1,0.3,1121,i,0.3,0.0%,0.21,1259
CSCCC1COC(c2cccs2)=N1 (stereo unspecified),3.2,2.9,3.6,i,18,10,774,3,9,i,5,-0.9,1132,i,0.7,1.1%,nt,nt
CCc1cccc(OCCn2nc(C(=O)O)c3ccccc3c2=O)c1,3.0,3.3,7.3,i,26,-8,587,38,-26,i,7,0.8,1070,i,0.8,-1.0%,-0.15,1499
CCN(CC(=O)Nc1ccccc1C(F)(F)F)C(=O)CCc1ccccc1,nt,nt,nt,i,26,-14,784,nt,nt,nt,nt,nt,nt,i,0.5,-0.7%,nt,nt
COc1cccc(Nc2nc(C)cc(C)c2C(N)=O)c1,nt,nt,nt,i,57,-2,815,nt,nt,nt,nt,nt,nt,i,0.3,-0.1%,nt,nt
CNC(=S)N1N=C(c2ccccc2)CC1c1ccc(OC)c(OC)c1 (stereo unspecified),4.9,2.2,0.9,i,51,7,687,22,7,i,3,-0.7,1110,?,nt,-1.0%,-0.44,1632

# Sorted by formula weight (largest number first): part of the list above.
SMILES,MT stabilizer,MT stabilizer Hoechst-high %,MT stabilizer cytotoxicity %,T cell modulator,T cell modulator vesicle-bound %,Lipid droplet,Lipid droplet cells 6.5 µM,WT yeast gro inh,WT yeast gro inh mutant strain,Autophagy mod,Autophagy mod cell loss 18 h,bCat nuc transl,bCat nuc transl cell count 5 µM,Myeloid diff MLP,Myeloid diff MLP GFP+ MAC1+ %,West Nile virus CPE,Ins promoter up,Ins promoter up cell count
CCN(CC)C(=O)COc1ccc(-c2nnc(N3CCCCC3)c3ccccc23)cc1,2.2,1.5,4.4,i,17,-21,685,10,13,i,-7,0.8,1114,i,1.3,-0.7%,-0.46,1192
CCOC(=O)c1ccc(NC(=O)c2cn(-c3ccccc3)nc2-c2ccncc2)cc1,0.9,1.9,12,i,58,-1,672,14,20,i,10,-5.8,1154,i,1.4,0.2%,-0.28,1862
COc1ccc(C2Nc3ccccc3C(=O)N2NS(C)(=O)=O)cc1OC (stereo unspecified),2.8,3.5,5.3,i,48,33,650,-12,-10,i,-1,0.3,1121,i,0.3,0.0%,0.21,1259
